Screening data from PubChem.
KCNH2 3.1 block: KCNH2 3.1 (human) potassium channel inhibition; U2OS KCNH2 3.1, thallium flux FluxOr; hits give low values; activity change, % (tested at about 1.8 µM); 340,000 compounds, 0.95% hits;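 active means maximum activity change below -70%; inconclusive means maximum activity change from -70% to -50%; inactive means maximum activity change above -50%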;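 further: thallium influx rate constant from kinetic fluorescence after stimulation buffer; on the % scale 0 is the no-effect control and ±100 the full control effect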
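Thallium flux via FluxOr fluorescence (Red40 quencher, 45 min loading) in U2OS cells virally expressing the KCNH2 3.1 isoform (1.77 x 10^8 /mL virus, overnight at 37 C). Rate constants from 2-min kinetic reads post-stimulation, normalised to positive and negative controls.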
ELG1 repair inh: inhibitors of ELG1-dependent DNA repair in HEK293T cells | HEK293T ELG1-luciferase reporter, luminescence, 16 h; DNA damage induced by 5-fluorouridine | Potency, µM (doses to about 46.1 µM), inactives show at the top dose activity change, negative = inhibition, actives largely listed as inhibitors | 330,000 compounds, 2.3% hits | AID 504467; further: potency means the concentration at half of the fitted maximal effect; on the % scale 0 is the no-effect control and ±100 the full control effect; nearly all actives have a fitted effect of over 55% in size
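Reporter activity after DNA damage by 5-fluorouridine is monitored. Compound-treated cells incubate 16 hr at 37 °C, then ONE-Glo is added for 30 min before luminescence reading.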
USP2a inh: blocks human ubiquitin-specific protease USP2a; O75604; USP2 core, Ub-CHOP2 coupled fluorogenic reporter, 485/531; Potency, µM (top dose mostly 38.3 µM), without a hit: at the top dose activity change, negative = inhibition, actives largely listed as inhibitors; 330,000 compounds, 0.01% hits;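 further: potency means the concentration at half of the fitted maximal effect; plate controls were DMSO wells for no effect and full inhibition by NEM control for full effect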
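Cell-free coupled assay: 10nM USP2 core preincubated 30min RT with compound in Tris-HCl pH 8.0/CaCl2/CHAPS buffer, then 25nM Ub-CHOP2 and 25nM reporter substrate; fluorescence (Ex 485/Em 531) read after 60min RT, normalized to NEM inhibition, concentration-response curves fitted.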
TSHR antag: human thyrotropin receptor antagonism | P16473 | TSHR-expressing cells, TSH-stimulated cAMP HTRF, 2 h; hits give low values | activity change, negative = inhibition, % at 11.5 µM | 330,000 compounds, 0.2% hits;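 active means activity change below a set negative limit, meaning inhibition stronger than a set level, cut at about -70% in these data; inconclusive means activity change between two set negative limits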; further: on the % scale 0 is the no-effect control and ±100 the full control effect
Target sequence (P16473 whole entry, looked up): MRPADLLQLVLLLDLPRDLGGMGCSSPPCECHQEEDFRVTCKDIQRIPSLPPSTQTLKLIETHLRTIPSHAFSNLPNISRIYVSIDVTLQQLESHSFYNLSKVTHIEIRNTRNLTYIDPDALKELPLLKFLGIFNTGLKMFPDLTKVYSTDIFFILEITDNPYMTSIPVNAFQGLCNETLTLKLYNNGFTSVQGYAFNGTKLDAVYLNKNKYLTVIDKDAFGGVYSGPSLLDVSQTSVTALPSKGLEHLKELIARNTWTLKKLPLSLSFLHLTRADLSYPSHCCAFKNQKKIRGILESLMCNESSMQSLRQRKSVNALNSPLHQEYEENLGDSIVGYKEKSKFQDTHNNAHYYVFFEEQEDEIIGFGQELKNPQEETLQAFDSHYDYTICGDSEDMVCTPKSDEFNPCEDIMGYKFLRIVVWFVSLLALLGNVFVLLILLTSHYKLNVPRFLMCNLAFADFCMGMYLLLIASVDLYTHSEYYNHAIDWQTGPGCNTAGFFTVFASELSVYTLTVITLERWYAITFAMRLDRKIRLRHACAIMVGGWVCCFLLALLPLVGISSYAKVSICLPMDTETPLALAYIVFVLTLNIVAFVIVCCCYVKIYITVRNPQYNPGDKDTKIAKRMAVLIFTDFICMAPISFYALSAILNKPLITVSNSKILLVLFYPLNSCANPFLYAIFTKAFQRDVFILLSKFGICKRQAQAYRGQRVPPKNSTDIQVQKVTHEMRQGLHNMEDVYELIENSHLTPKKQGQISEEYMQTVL
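Freshly harvested TSHR cells receive pin-tooled compound, then EC80 TSH at 4nM final. After 2 hours at 37 deg C, antibody in lysis buffer and cAMP-d2 are added; 30 minutes at ambient temperature precede the HTRF read.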
hERG WT inh: KCNH2 (human, wildtype) channel inhibition | Q12809 | U2OS, BacMam KCNH2, thallium flux FluxOr; hits give low values | activity change, % at 1.84 µM | 340,000 compounds, 0.37% hits;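 active means maximum activity change below -70%; inconclusive means maximum activity change between -70% and -50%; inactive means maximum activity change above -50%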; further: on the % scale 0 is the no-effect control and ±100 the full control effect
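U2OS cells transduced with wild-type KCNH2 virus are loaded with FluxOr dye for 45 min, and thallium flux is measured in kinetic reads before and after stimulation buffer. Rate constants are normalized to DMSO controls.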
Eya2 phos inh: Eya2 (human) phosphatase inhibition. 330,000 compounds, 0.006% hits. recombinant Eya2, OMFP fluorescence dephosphorylation (OMFP is methylfluorescein phosphate). Potency, µM (titrated, usually from 76.9 µM), inactives show top-dose activity, negative = inhibition, actives largely listed as inhibitors. AID 488837; further: potency means the concentration at half of the fitted maximal effect; on the % scale 0 is the no-effect control and ±100 the full control effect
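Eya2 protein (added as 0.2 uM solution) was preincubated with compound for 10 min at ambient temperature in 50 mM HEPES pH 7.5, 50 mM NaCl, 5 uM MgCl2, 0.05% BSA, 1 mM DTT. OMFP (added at 50 uM) then reacted 10 min; fluorescence read at 485/525 nm.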
TRPV1 agonist: agonists of human vanilloid receptor 1 (TRPV1); 320,000 compounds, 0.19% hits; Q8NER1; TRPV1-expressing cells, Fluo-8 calcium influx, agonist mode; activation, % at 8.33 µM; in the data active means activation above about 80%; inconclusive means between about 30% and that limit; further: 0% is about no effect
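TRPV1-expressing cells were cultured overnight at 35.5C and loaded with Fluo-8 calcium dye for 40 to 90 min at room temperature. After a 10 s baseline, compound was added and calcium influx was read kinetically for 3 min (ex 480/em 520 nm).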
Mito fusion act: mitochondrial division inhibition or fusion activation; S. cerevisiae fusion-defective mutant growth rescue, CellTiterGlo 48 h; Potency, µM (doses to about 46.1 µM), for the others: top-dose growth rescue (activation), actives largely listed as activators; 320,000 compounds, 0.23% hits; AID 485298;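 further: potency means the concentration at half of the fitted maximal effect; % of control where 0% means no effect; nearly all actives have a fitted effect of over 45% in size; temperature-sensitive fusion mutants such as fzo1-1 at 37 °C on non-fermentable ethanol glycerol medium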
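Yeast fusion mutant, YPEG (non-fermentable carbon), compound, 48 h at 37C non-permissive; CellTiterGlo added, 10 min RT, luminescence read. Rescued growth = division inhibition.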
TCR act: activators of T cell receptors. primary human leukocytes, anti-CD3, IL-2 HTRF, 48 h. 330,000 tested, under 10 active. Potency, µM (doses to about 9.22 µM), for inactives: at the top dose activation of IL-2 secretion, usual class: activators; further: % of control where 0% means no effect
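IL-2 release read by HTRF sandwich (Eu cryptate donor, d2 acceptor, 665 nm emission) after 48 hr exposure of primary human leukocytes to compound together with anti-CD3 beads in the absence of co-stimulatory signals.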
A-T KAP1 phos: potential ataxia-telangiectasia treatment. […] A-T fibroblasts, KAP-1 phosphorylation AlphaLISA; neocarzinostatin DNA damage 30 min before lysis. Potency, µM (titrated, usually from 57.5 µM), inactives show at the highest dose activation, usual class: activators. 320,000 compounds, 0.19% hits. AID 485349; further: potency means the concentration at half of the fitted maximal effect; % of control where 0% means no effect; nearly all actives have a fitted effect of over 45% in size
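hTERT-immortalized A-T patient fibroblasts ([…]), 500 cells/well in OPTI-MEM, 1% FBS, got compounds for 60 min, then NCS for 30 min at 37C. Lysates were then assayed for phospho-KAP-1 by AlphaLISA (anti-pKAP1 donor, anti-KAP1 acceptor beads), 6 hr at 25C.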
The depositor's hits bear a star; ? = inconclusive; / = no result given; [ ] = remark or other dose. Unless noted, the call rests on the fitted dose curve; in most records, active means well fitted curve in the direction sought with a large enough effect; inconclusive means small, poorly fitted or top-dose-only effect, or another doubt; inactive means no such curve, though single readings can be large; an effect the other way counts as inactive or inconclusive. The list is partial; rates above refer to the full screens.

SMILES	KCNH2 3.1 block	ELG1 repair inh	USP2a inh	TSHR antag	hERG WT inh	Eya2 phos inh	TRPV1 agonist	Mito fusion act	TCR act	A-T KAP1 phos
CCCC(=O)N1CCN(c2nc3ccccc3s2)CC1	0	?	1%	2	18	-8%	?	1%	-2%	2%
CCC(C)(C)n1nnnc1C(c1cc2cccc(C)c2[nH]c1=O)N1CCCC1 (centres undefined)	9	-27%	1%	9	16	9%	0	-2%	3%	-6%
Cc1c(C(=O)N2CCCCC2)oc2ccccc12	5	?	1%	-16	-10	1%	/	/	0%[46.1 µM]	-9%
O=C(CCn1cnnn1)NC1CCCN(Cc2ccccc2F)C1 (centres undefined)	4	-8%	5%	-2	6	3%	1	1%	1%	2%
COc1cccc(N(CC(=O)NCCSc2ccccn2)S(C)(=O)=O)c1	-5	-4%	1%	-6	-3	5%	3	-5%	/	5%
Cc1ccc(NC(=O)N2CCC(NC(=O)c3cccc(C)c3)CC2)cc1	7	-6%	0%	1	15	-18%	?	-7%	-2%	-3%
COc1cc(Nc2nc(-c3ccccc3)c3cc(C)ccc3n2)cc(OC)c1OC	8	?	3%	-16	16	8%	15	13%	7%	6%
Nc1c(C(=O)Nc2ccc3c(c2)OCCO3)nnn1Cc1cccc(Br)c1	-15	?	4%	-17	-4	1%	0	?	-1%	2%
Cc1ccc(CN2CCN(Cc3cc4ccccc4o3)CC2CCO)cc1 (centres undefined)	-28	-12%	1%	-5	11	8%	5	1%	-8%	14%
O=C(NCc1nnc(SCC(=O)N2CCc3ccccc32)o1)c1ccco1	-11	-13%	-2%	-5	-15	-3%	1	-1%	2%	5%
O=C(O)CC(Cc1ccc(Cl)cc1)C(=O)Nc1cc(Cl)ccc1Cl (centres undefined)	-7	16%	-5%	-8	0	16%	5	-4%	-1%	29%
O=S(=O)(c1ccc(Cl)s1)N1CCc2ccccc2C1	-3	-11%	-5%	-16	0	-4%	-4	5%	3%	24%
O=C(CSc1cccc[n+]1[O-])N1CCc2ccccc21	14	24%	-1%	-1	4	23%	0	-1%	-5%	0%
CC1CCCCC12NC(=O)N(CC(=O)Nc1ccc(N3CCCCC3)cc1)C2=O (centres undefined)	-20	4%	1%	16	14	-34%	-3	0%	-2%	-11%
O=C(Cc1cccs1)Nc1nnc(-c2ccc(F)cc2)s1	-14	?	-2%	-5	/	-1%	4	1%	-1%	-6%
Cc1cc(C(=O)NNC(=O)C(CCC(N)=O)NS(=O)(=O)c2ccc(Cl)cc2)c(C)o1 (centres undefined)	1	?	3%	6	-13	1%	/	/	10%[46.1 µM]	-9%
COC(=O)C1=C(C)Nc2c(c(=O)n(C)c(=O)n2C)C1c1cccc(O)c1 (centres undefined)	1	0%	1%	-3	15	-1%	-2	2%	-5%	-5%
CC(C)(CNCC(O)c1ccccc1)N1CCOCC1 (centres undefined)	-17	20%	3%	7	2	13%	-4	-1%	-10%	0%
Cc1ccn(C(=O)c2cc3c(C)nn(-c4ccccc4)c3s2)n1	31	13%	1%	0	14	-1%	-1	2%	-13%	6%
CCN1C(=O)c2ccc(C(=O)Nc3c(C)cc(C)cc3C)cc2C1=O	16	3%	4%	12	-13	-1%	3	0%	3%	-3%
COc1cccc2sc3cc(NCC[C@@H]4CCCN4C)ccc3c(=O)c12	/	?	2%	0	/	-12%	/	/	1%	14%
O=C(CCC(=O)N1CCc2ccccc2C1)N1CCN(S(=O)(=O)c2ccccc2)CC1	-34	?	-1%	-9	-7	12%	2	-1%	1%[46.1 µM]	-1%
Cc1cccc(C(=O)N(CC(=O)Nc2sc(C)c(C)c2C(N)=O)C2CCCC2)c1	-3	-23%	-2%	-4	-19	-2%	16	2%	5%	-5%
CC1CC1C(=O)OCC(=O)NC(=O)c1ccccc1 (centres undefined)	14	15%	0%	23	-14	4%	28	0%	-7%	-6%
COC(=O)c1cc(NC(=O)CSC2=NCCS2)cc(C(=O)OC)c1	10	?	1%	13	0	-5%	-1	-9%	/	-1%

Copied from the list:
CC(C)(CNCC(O)c1ccccc1)N1CCOCC1 (centres undefined) @ ELG1 repair inh = 20%
O=C(CCC(=O)N1CCc2ccccc2C1)N1CCN(S(=O)(=O)c2ccccc2)CC1 @ Mito fusion act = -1%
COC(=O)C1=C(C)Nc2c(c(=O)n(C)c(=O)n2C)C1c1cccc(O)c1 (centres undefined) @ TCR act = -5%

The results go on.
SMILES	KCNH2 3.1 block	ELG1 repair inh	USP2a inh	TSHR antag	hERG WT inh	Eya2 phos inh	TRPV1 agonist	Mito fusion act	TCR act	A-T KAP1 phos
O=C(NCc1ccccn1)[C@@H]1C[C@H]1[C@@H](NP(=O)(c1ccccc1)c1ccccc1)c1ccccc1	3	18%	2%	-4	-5	5%	?	-1%	-4%	18%
CCOc1ccc(NC(=O)CC2C(=O)NCCN2C(=O)Nc2ccccc2)cc1 (centres undefined)	-1	12%	-1%	2	8	3%	-6	5%	/	-1%
Cc1ccc(CN2CC(C(=O)N(Cc3nnc(-c4ccccc4Cl)o3)C3CC3)CC2=O)cc1 (centres undefined)	3	-2%	-1%	1	7	28%	7	-5%	-3%	3%
CC(C)NC(=O)N(C)C[C@H]1Oc2c(NC(=O)C3CCCCC3)cccc2C(=O)N([C@H](C)CO)C[C@@H]1C	5	8%	-3%	-3	-20	1%	/	/	0%	1%
c1ccc(Cn2c(Nn3cnnc3)nc3ccccc32)cc1	0	12%	-1%	-9	4	-11%	0	4%	-1%	1%
O=C(NNc1cc(C(F)(F)F)ccc1Cl)c1ccc(=O)[nH]c1	-3	15%	1%	4	4	-15%	4	-21%	0%	-7%
COc1ccc(NC(=O)N2CCCC(c3ccccc3)C2)cc1 (centres undefined)	8	25%	0%	31	-11	5%	?	-12%	-2%	9%
Cc1ccc(NC(=O)C(OC(=O)c2ccc(O)cc2)c2ccccc2)cc1Cl (centres undefined)	-20	?	-5%	24	/	-2%	20	-16%	-1%[46.1 µM]	4%
CCOc1ccc(OCCC(=O)Nc2ccc3c(c2)OCO3)cc1	9	27%	1%	-7	-5	-4%	19	-5%	3%	3%
Cc1ccc(S(=O)(=O)N2CCCCC2)cc1C(=O)N1C(C)CCCC1C (centres undefined)	2	?	1%	34	-18	3%	/	/	2%	4%
CCCS(=O)(=O)N1CCN(S(=O)(=O)c2ccccc2)CC1	-10	1%	7%	1	1	-28%	-3	-4%	-3%	-2%
O=C(CSc1nc(-c2ccccc2)nn1C(=O)c1ccccc1)Nc1cccc([N+](=O)[O-])c1	5	-24%	0%	-10	-4	-9%	-4	1%	2%	10%
CC(C)CC(=O)N=C1SC2CS(=O)(=O)CC2N1Cc1ccccc1Cl (centres undefined)	12	-1%	0%	-4	25	4%	2	3%	-2%	6%
COc1ccc(NS(=O)(=O)c2cccc(C(=O)N3CCC3)c2)cc1	-16	11%	-1%	1	2	9%	0	-1%	-1%	-6%
CCCNc1ncnc2onc(C)c12	6	-14%	4%	-7	-4	-29%	3	0%	-9%	5%
c1coc(CNc2ncnc3sc4c(c23)CCCCC4)c1	-1	?	0%	6	-10	3%	?	2%	-6%	-3%
Cc1ccc(N2C(=O)C3CCC(c4ccccc4)CC3C2=O)cc1 (centres undefined)	9	-20%	0%	-5	1	-10%	20	4%	0%[46.1 µM]	0%
Cc1cc(C(F)F)n2nc(C(=O)Nc3ccccc3Br)nc2n1	3	10%	2%	2	-1	-6%	3	5%	-5%	-3%
CCCCN(C(=O)/C=C/c1ccco1)c1c(N)n(CCC)c(=O)[nH]c1=O	13	5%	5%	3	10	1%	2	-4%	1%	1%
O=C(O)c1ccc(Cl)c(S(=O)(=O)NC(Cc2ccccc2)C(=O)O)c1 (centres undefined)	-1	0%	-3%	8	5	12%	-2	1%	-8%	-16%
Cc1cccc(OCC(=O)Nc2nnc(S(=O)(=O)N3CCCCC3)s2)c1	-2	2%	0%	-11	-5	-2%	-2	2%	0%	-3%
CCN(C(C)=O)c1cccc2ccccc12	4	14%	-1%	-9	1	23%	-1	1%	6%	3%
Cc1cccc(NS(=O)(=O)c2cccc(C(=O)NCC3(N4CCCCC4)CCCCC3)c2)c1	-48	-3%	-1%	4	12	17%	-5	4%	-1%	-9%
COc1ccc(C(=O)Nc2nc3ccc(S(C)(=O)=O)cc3s2)cc1OC	8	0%	11%	0	-11	13%	-1	5%	6%	-12%
COc1cc(Cl)ccc1S(=O)(=O)n1nc(C)cc1C	8	?	-2%	5	-2	-15%	9	-3%	-4%	10%

Reformatted in CSV form: 2 of the compounds above
mol,KCNH2 3.1 block,ELG1 repair inh,USP2a inh,TSHR antag,hERG WT inh,Eya2 phos inh,TRPV1 agonist,Mito fusion act,TCR act,A-T KAP1 phos
Cc1ccc(S(=O)(=O)N2CCCCC2)cc1C(=O)N1C(C)CCCC1C (centres undefined),2,?,1%,34,-18,3%,/,/,2%,4%
CCCS(=O)(=O)N1CCN(S(=O)(=O)c2ccccc2)CC1,-10,1%,7%,1,1,-28%,-3,-4%,-3%,-2%
